High-throughput results (PubChem BioAssay)
BRCA1 expr up = activators of BRCA1 expression. MCF7-BRCA1-FFLuc reporter, luminescence, 48 h; response scale: scaled: vehicle 0%, 10 µM genistein 100%. Potency, µM (titrated, usually from 46.1 µM), inactives show at the top dose activation, usual class: activators. 380,000 tested, 1.1% active; active = well fitted activation curve with a large enough effect; inconclusive = small, poorly fitted or top-dose-only effect; inactive = no such curve, though single readings can be large or run the other way; note: nearly all actives have a fitted effect of over 80% in size; some results filed as inactive show a strong effect at the top dose
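MCF7 cells carrying a BRCA1-firefly luciferase reporter (2000 cells/well, phenol-red free MEM) were attached for 2 h at 37 °C, then given compounds for 48 h. Luminescence was read 15 min after luciferase reagent; activity normalized to genistein (10 microM) and DMSO.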
* = called active by the depositor; ? = inconclusive; & = joins results of further samples. Potency is the fitted concentration of half-maximal effect.

SMILES | BRCA1 expr up
COc1ccccc1N(C)S(=O)(=O)c1ccc(C(=O)N(C)Cc2cccc(OC)c2OC)cc1 | -24%
O=[N+]([O-])c1cc2c(c([N+](=O)[O-])c1)Nc1ccccc1O2 | -39%
COc1ccc(N=c2nc(-c3ccccc3)n(-c3ccc(C)cc3)s2)cc1 | -60%
Cc1cc(F)ccc1-c1cc(C(=O)Nc2ccc(F)cc2)[nH]n1 | ?
Cc1c(C(=O)OC(C)C)sc(NC(=O)c2cnccn2)c1C(=O)OC(C)C | 4%
COc1ccc(CNC(=O)[C@@H]2CC=C[C@@H]3CCN(C4CCCCC4)C(=O)[C@@H]32)cc1 | -5%
CC1(C(=O)NS(=O)(=O)c2ccccc2Cl)CCN1C(=O)COc1ccc(Cl)cc1 (stereo unspecified) | 12%
CN(C(=O)c1cccc(NC(=O)Cc2ccc(NC(=O)C3CCN(C(=O)C4CCCC4)CC3)cc2)c1)C1CCCC1 | 0%
O=C(NCCC1=CCCCC1)c1[nH]c(C(F)(F)F)nc1-c1ccccc1 | 0%
COc1ccc(N(CC(=O)NCc2cccnc2)S(=O)(=O)c2ccccc2)c(OC)c1 | -7%
Cc1c(C(=O)N2CCN(c3ccccn3)CC2)sc2ncnc(N3CCN(c4ccccc4)CC3)c12 | -7%
CCCn1c(SCC(=O)Nc2cc(C)on2)nc2c1c(=O)n(C)c(=O)n2C | -21%
CC1CCCC12NC(=O)NC2=O (stereo unspecified) | -3%
CC(Nc1nc(-c2ccc(Cl)cc2)cs1)c1nc2cc(Cl)c(N3CCCCC3)cc2n1CCOCCO (stereo unspecified) | -88%
CN(C)CCN(C(=O)c1ccc2ccccc2c1)c1nc2cc3c(cc2s1)OCO3 | 29%
O=C(CCCCn1cnc2c(=S)nc[nH]c21)Nc1ccc(C(=O)O)c(O)c1 | -12%
OC(CNc1ccnc2cc(Cl)ccc12)CNC1CCCCC1 (stereo unspecified) | -81%
CN(C)N1C(=O)c2c(Cl)c(Cl)c(Cl)c(Cl)c2C1=O | -9%
Cc1cc(C(F)(F)F)c2c(N)c(C(=O)NCc3ccc(Cl)cc3)sc2n1 | 23%
CCCNC(=O)C1(C)CCCN(C(=O)c2c(F)ccc(C)c2F)C1 (stereo unspecified) | 11%
O=C(NN=Cc1cccc2ccccc12)C(=O)NN=Cc1cccc2ccccc12 | -15%
O=C1/C(=C\c2ccc(Cl)c(Cl)c2)CN(C(=O)CCN2CCOCC2)C/C1=C/c1ccc(Cl)c(Cl)c1 | -86%
CCCCNC(=O)c1nc(C2CCN(S(=O)(=O)c3cccc(C(F)(F)F)c3)CC2)oc1-c1ccccc1 | -2%
COc1cccc(Sc2nc(N(C)C)ncc2S(=O)(=O)c2ccc(Cl)cc2)c1 | 1%
CCOc1ccc2nc(N/C(N)=N/S(=O)(=O)c3ccc(C)cc3)nc(C)c2c1 | 21%
CC(=O)NC(c1ccc(F)c(F)c1)c1nc(-c2ccc3c(c2)OCO3)cs1 (stereo unspecified) | 5%
CC(C)N1CCC(=O)NC1=O | -25%
CCOC(=O)[C@]12CCC=C1N(Cc1ccco1)C(=O)[C@H](CC(=O)NCC13CC4CC(CC(C4)C1)C3)C2 | -23%
O=C(NCCCCc1ccccc1)c1cccc(NC(=O)c2ccccc2)c1 | 5%
Cc1cc(S(=O)(=O)Nc2ncnc3sccc23)ccc1F | -6%
Cc1ccc(CSC2=NCCN2S(=O)(=O)c2ccc(C)cc2)cc1 | 1%
CC12CCC(C(S(=O)(=O)Nc3ccccc3)C1=O)C2(C)C (stereo unspecified) | -23%
CC1=C(C(=O)Nc2cc(C(=O)NCc3ccccc3)ccc2C)SCCO1 | 0%
COc1ccc(CC(N)c2csc(NC(=O)Nc3ccccc3Oc3ccccc3)n2)cc1 (stereo unspecified) | -25%
CCCCNC(=O)c1ccc2nc(-c3cccs3)c(-c3cccs3)nc2c1 | -2%
Cc1ccc(NC(=O)Nc2ccccc2)nc1 | ?
COc1ncnc2c1ncn2CCCNCc1ccccc1 | 1%
CC(C)C[C@@H]1Cc2[nH][nH]c(=O)c2[C@H](C)O1 | 15%
CC(=O)Nc1cc2c3ccccc3n(C)c2cc1[N+](=O)[O-] | -13%
CCCN1CNc2c(c(=O)[nH]c(=S)n2CCc2cc(C)cc(C)c2)C1 | -10%
Cc1ccc(NC(=O)C2(C)CCN2Cc2cccc3c2OCO3)cc1O (stereo unspecified) | 0%
CCCC(=O)N1CCC1(C)C(=O)NS(=O)(=O)c1ccccc1Cl (stereo unspecified) | 8%
O=C1C2C3C=CC(O3)C2C(=O)N1N=Cc1ccc2c(c1)OCO2 (stereo unspecified) | ?
CCCCCCCNc1ccc(/C=C/c2ccnc3ccccc23)cc1 | -61%
O=C(CCC1CCCN(C(=O)c2cc3ccccc3o2)C1)NCc1ccc(F)c(F)c1 (stereo unspecified) | ?

Exported as comma-separated lines: entries from further up
Compound,BRCA1 expr up
Cc1ccc(NC(=O)C2(C)CCN2Cc2cccc3c2OCO3)cc1O (stereo unspecified),0%
CC12CCC(C(S(=O)(=O)Nc3ccccc3)C1=O)C2(C)C (stereo unspecified),-23%
COc1ccccc1N(C)S(=O)(=O)c1ccc(C(=O)N(C)Cc2cccc(OC)c2OC)cc1,-24%

(further entries)
SMILES | BRCA1 expr up
O=S1(=O)CC(N2CCCCC2)CN1CCc1ccccc1 (stereo unspecified) | 10%
COC(=O)C1=C(C(=O)OC)[C@@H]2N(Cc3ccccc3)c3ccccc3[C@@]23C[C@@H](C(=O)OC)N(C(=O)NC2CCCCC2)C3=N1 | -16%
Cc1ccc(C)c(NC(=O)COC(=O)c2c(-c3ccccc3)noc2C)c1 | -11%
O=C(O)C[C@H]1c2cc(C(F)(F)F)ccc2S(=O)(=O)N1C1CCCCC1 | -5%
COc1ccccc1-c1csc(C(NC(C)=O)c2ccc(F)c(F)c2)n1 (stereo unspecified) | -19%
COc1ccc(NC(=O)COC(=O)c2ccc3c(c2)OCCO3)cc1 | -3%
C=C(C)Cn1c2ccc(NC(=O)NCc3ccccc3)cc2c(=O)n1C | 5%
CC(C)C[C@@H](CN)NC(=O)c1nc[nH]c1C(=O)N[C@@H](CC(C)C)C(=O)CNC[C@H](C)NC(=O)c1nc[nH]c1C(=O)N[C@@H](C)C(=O)O | 7%
O=C(NC1CCCCC1)c1cnn2c1NC(=C1CC1)C=C2C(F)F | -12%
Cc1cc(C)cc(C(O)c2ncc(-c3ccccc3)[nH]2)c1 (stereo unspecified) | -1%
Cc1c(C(=O)NCc2ccc(C(C)C)cc2)sc(=O)n1Cc1ccc(S(=O)(=O)N(C)C)cc1 | -45%
CC(C)=CCCC(C)N(C=O)C(C)CCC=C(C)C (stereo unspecified) | 4%
COc1cc(OC)nc(Oc2ccccc2C=O)n1 | -27%
COc1ccc(C(=O)N/N=C\C(C)=C\c2ccccc2)cc1OC | -40%
CC1(C)CC(=O)c2cc(C(=O)NCCc3ccccc3)c(=O)[nH]c2C1 | 61%
Cc1cccnc1C(NC(=O)C1CCN(CCCOc2ccc(F)cc2)CC1)c1ccccc1 (stereo unspecified) | 21%
CCCS(=O)(=O)NC(=O)C1(C)CCN(C(=O)c2cccc(C)c2C)C1 (stereo unspecified) | -4%
COC(=O)[C@]12CCCCC=C1N(CCC1=CCCCC1)C(=O)[C@H](CC(=O)N1CCCC1)C2 | 0%
Cc1ccc(NC(=O)c2nc(S(=O)(=O)Cc3ccccc3F)ncc2Cl)cc1C | -29%
NC(=O)c1cccc(-c2coc3c(C(=O)NC4CCCCC4)cccc23)c1 | 2%
CCN1C[C@@H]2[C@@H]3C(=O)N(C)C(=O)[C@@H]3[C@](C)(C1=O)N2C(=O)c1ccc(Cl)c(Cl)c1 | -10%
Cn1ccc2c(-c3ccc(CO)cc3)cc3c(c21)C1CCC3C1 (stereo unspecified) | 8%
COc1ccc(CCC(=O)Nc2c(-c3ccc(N(C)C)cc3)[nH][nH]c2=O)cc1 | -18%
CCOC(=O)c1c(C)[nH]c(C(=O)OCC(O)=C(C#N)c2nc3ccccc3[nH]2)c1C | -28%
Cc1nc([N+](=O)[O-])cn1CC(O)c1ccc2c(c1)OCO2 (stereo unspecified) | 9%
O=C(NN=Cc1cccc2ccccc12)C1CC1 | 17%
Cc1cccc(S(=O)(=O)NC(=O)C2(C)CCN2C(=O)C2(c3ccc(Cl)cc3)CC2)c1 (stereo unspecified) | 0%
OCc1cccc(-c2csc(C(O)c3ccccc3)n2)c1 (stereo unspecified) | 43%
O=C(Nc1ccccc1)c1cc(C2CCCN(C(=O)CCc3ccccc3)C2)on1 (stereo unspecified) | 20%
Cc1cc(C(=O)N2CCC2(C)C(=O)NCC(C)(C)C)nn1C (stereo unspecified) | 18%
N#CCCN(Cc1ccccc1)C(C(=O)NC1CCCCC1)C1CC1 (stereo unspecified) | -1%
COc1ccccc1-c1csc(C(O)c2ccc(F)cc2)n1 (stereo unspecified) | 8%
O=C(NCc1ccco1)C1CC(c2ccc(C(F)(F)F)cc2)=NO1 (stereo unspecified) | -39%
COc1ccc(CNC(=O)Cn2cc([N+](=O)[O-])cn2)cc1 | -9%
O=S(=O)(CCNCc1ccco1)NC1CCCCC1 | 4%
CCCCOC(=O)c1ccc(NC(=O)COC(=O)C2CC2C)cc1 (stereo unspecified) | 75%
Cc1cc(F)ccc1-c1cc(C(=O)NCc2cccs2)[nH]n1 | 74%
CC(C)N1CCC1(C)C(=O)Nc1ccccc1OC(F)F (stereo unspecified) | -33%
O=C(CSc1nnc2n1CCCCC2)NCc1ccccc1 | -3%
O=C(NNC(=O)c1ccc2ccccc2c1)c1ccc(Cl)cc1 | -1%
COc1ccc(-c2ccc3oc(-c4ccc(OC)cc4)c(C#CC4(O)CCCCC4)c3c2)cc1 | -31%
Cc1ccc(S(=O)(=O)N(C)C[C@@H]2OCCCC[C@H](C)Oc3ccc(NC(=O)Nc4ccc(F)cc4)cc3C(=O)N([C@H](C)CO)C[C@H]2C)cc1 | -8%
CC(C)(C)Cc1c(C2CCCCC2)nc2ccc(Cl)cn12 | -11%
COc1ccccc1Cn1c(=S)[nH]c2cc(C(=O)N3CCCC(C)C3)ccc2c1=O (stereo unspecified) | -50%
CC(C)(C)n1nnnc1C(c1ccccc1)N1CCN(c2ncccc2C(F)(F)F)CC1 (stereo unspecified) | -19%&-13%

Individual results from the results shown:
Cc1c(C(=O)N2CCN(c3ccccn3)CC2)sc2ncnc(N3CCN(c4ccccc4)CC3)c12 @ BRCA1 expr up = -7%
COc1ccc(CC(N)c2csc(NC(=O)Nc3ccccc3Oc3ccccc3)n2)cc1 (stereo unspecified) @ BRCA1 expr up = -25%
Cc1ccc(S(=O)(=O)N(C)C[C@@H]2OCCCC[C@H](C)Oc3ccc(NC(=O)Nc4ccc(F)cc4)cc3C(=O)N([C@H](C)CO)C[C@H]2C)cc1 @ BRCA1 expr up = -8%
O=C(CSc1nnc2n1CCCCC2)NCc1ccccc1 @ BRCA1 expr up = -3%

4 records picked at random from those above, as already listed:
SMILES | BRCA1 expr up
O=C(NNC(=O)c1ccc2ccccc2c1)c1ccc(Cl)cc1 | -1%
O=S(=O)(CCNCc1ccco1)NC1CCCCC1 | 4%
CC(C)(C)Cc1c(C2CCCCC2)nc2ccc(Cl)cn12 | -11%
CC(C)N1CCC1(C)C(=O)Nc1ccccc1OC(F)F (stereo unspecified) | -33%

Following part.
SMILES | BRCA1 expr up
CC(=O)Nc1ccc(NC(=O)c2csc([C@@H]3C[C@H](O)[C@@H](CO)O3)n2)cc1 | -6%
CCCCNC(=O)C1c2ccccc2OCC(=O)N1CCc1c[nH]c2ccccc12 (stereo unspecified) | 7%
COc1ccc(C(O)c2nc(-c3ccc(N(C)C)cc3)cs2)cc1 (stereo unspecified) | 27%
Cc1ccccc1S(=O)(=O)NC(=O)C1(C)CCN1C(=O)CCc1ccccc1 (stereo unspecified) | 39%
COc1ccccc1C=NN=C1c2ccccc2-c2ccccc21 | -66%
c1ccc(-c2nc(NCC3CC3)nc3ccsc23)cc1 | -26%
COC(=O)c1ccc2nc(-c3ccc(F)cc3)c(Cc3ccc(OC)cc3C)n2c1 | 16%
Cc1cccc(C)c1NC(=O)C1c2ccccc2OCC(=O)N1Cc1ccc2c(c1)OCO2 (stereo unspecified) | -5%
COc1ccccc1NC(=O)N(C)C[C@@H]1OCc2cnnn2CCCC(=O)N([C@@H](C)CO)C[C@@H]1C | -23%
O=C(COc1cccc(Br)c1)N/N=C/c1ccc2c(c1)OCCO2 | 2%
CC(C)C(=O)N1CCCC1(C)C(=O)Nc1ccc(-n2cccc2)cc1 (stereo unspecified) | -20%
Cc1cc(Cl)ccc1C(O)c1ncc(-c2cccc(C(F)(F)F)c2)[nH]1 (stereo unspecified) | -34%
O=C(O)C1OCC2(CO1)COC(C(=O)O)OC2 (stereo unspecified) | -1%
Cc1cccc(CN2CCN(C3CN(Cc4cn(Cc5ccccc5F)nn4)S(=O)(=O)C3)CC2)c1 (stereo unspecified) | 2%
Cc1ccc2c(c1)N(Cc1ccccc1)C(=O)C(C)S2 (stereo unspecified) | 14%

3 of these compounds in another layout.
| canonical_smiles | BRCA1 expr up |
| --- | --- |
| COc1ccccc1C=NN=C1c2ccccc2-c2ccccc21 | -66% |
| COc1ccc(C(O)c2nc(-c3ccc(N(C)C)cc3)cs2)cc1 (stereo unspecified) | 27% |
| O=C(O)C1OCC2(CO1)COC(C(=O)O)OC2 (stereo unspecified) | -1% |

Continuation.
SMILES | BRCA1 expr up
O=C(c1ccco1)N1CCN(C(=O)c2ccc(CS(=O)c3ccc(Br)cc3)o2)CC1 (stereo unspecified) | 4%
Cc1nnc(Cc2ccccc2)c2n[nH]c(C)c12 | -5%
CCCSc1ncnc2[nH]ncc12 | 46%
CCCCN(C=O)c1c(CC)nc2c(OCc3ccc(S(C)(=O)=O)cc3)cccn12 | 18%
CCC(c1nnnn1Cc1ccccc1)N(Cc1ccccc1)Cc1cc2cc(C)ccc2[nH]c1=O (stereo unspecified) | -57%
O=[N+]([O-])c1cnc(Sc2ccncn2)c([N+](=O)[O-])c1 | -24%
O=C(CSc1nc2ccccc2c(=O)n1-c1ccc(Cl)c(Cl)c1)Nc1ccc2c(c1)CCC2 | -14%

Not all compounds are listed (hit frequency here may not be typical).
